# Screens: PubChem, National Center for Advancing Translational Sciences (NCATS)
# aSyn yeast rescue – inhibitors of alpha-synuclein toxicity in yeast | S. cerevisiae alpha-synuclein toxicity rescue, BacTiter-Glo growth, 24 h | Potency, µM (highest dose often 46.1 µM), inactives show top-dose growth rescue (activation), actives largely listed as activators | hit rate 0.02% among 94,000 | AID 1347070; active = well fitted activation curve with a large enough effect; inconclusive = small, poorly fitted or top-dose-only effect; note: 0% is about no effect
#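 Growth restoration measured by BacTiter-Glo luminescence after 24 hr at 30 deg C; alpha-synuclein yeast, raffinose-pregrown to mid-log, were added at OD600=0.02 in galactose medium onto pinned compounds.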
# * hit, by the source's call; ? = inconclusive; & = joins results of further samples; [ ] = remark or other dose. Potency is the fitted concentration of half-maximal effect. The list is partial, so the mix of outcomes need not match the whole.
smiles | aSyn yeast rescue
CCOC(=O)c1c(NC(=O)C(C)Sc2cn(CCNC(=O)c3ccc(OC)c(OC)c3)c3ccccc23)sc2c1CCC2 (stereo not given) | 4%
Cc1cccc(NC(=O)CSc2ccc(-c3ccccn3)nn2)c1 | ?
C[C@@H]1CN([C@@H](C)CO)C(=O)c2cc(C#CC(C)(C)O)cnc2O[C@@H]1CN(C)C(=O)c1ccccc1F | 7%
CN(C)c1ccc(/C=N/NC(=O)CNC(=O)c2ccco2)cc1 | -15%
CCN1CCN(C(=O)c2ccc3c(c2)N(Cc2ccccc2)C(=O)c2ccccc2S3(=O)=O)CC1 | -8%&-4%
Cc1ccccc1OCCSc1nc2ccc(NC(=O)c3cccs3)cc2s1 | -7%
O=C(CCN1C(=O)c2ccccc2S1(=O)=O)Nc1ccc(C(=O)O)cc1 | 1%
N#Cc1csc(CCNC(=O)c2ccccc2)n1 | -4%
Cc1cccc(Cn2nnc3c(=O)[nH]c(C4CCN(C(=O)c5ccccc5F)CC4)nc32)c1 | 2%
O=C(CCN1C(=O)c2ccccc2C1=O)N(CCO)Cc1ccccc1 | 4%
CCOC(=O)c1cc(-c2cccnc2)nn1-c1ccccc1 | -5%
CCOc1ccc2oc(C(=O)Nc3ccc4c(c3)OCO4)c(C)c2c1 | -17%

# Other compounds.
smiles | aSyn yeast rescue
CCOc1ccccc1NC(=O)C(CC)Sc1nc2ncccc2[nH]1 (stereo not given) | -3%
COc1cc(OC)c(NC(=O)Cn2c(=O)nc(-c3ccccc3)c3ccccc32)cc1Cl | -5%
NC(=O)c1ccccc1NC(=O)c1cccc(C(=O)Nc2ccccc2C(N)=O)n1 | 0%
COc1ccc(OC)c(N(CC(=O)N2CCCC2)S(=O)(=O)c2ccccc2)c1 | 3%
Nc1c(C(=O)Nc2ccc3c(c2)OCCO3)nnn1Cc1cccc(Cl)c1 | 0%
Cc1cccc(NC(=O)c2c(Br)sc3c2CCCC3)c1 | -4%
Cc1ccc(C)c(N2CCN(C(=O)c3ccc4c(c3)N(Cc3ccc(F)cc3)C(=O)c3ccccc3S4=O)CC2)c1 (stereo not given) | 3%
O=C(Cn1ccc(=O)[nH]c1=O)Nc1nccs1 | -12%
CCOc1ccc(C(=O)Nc2ccccc2C(=O)OCc2cc(=O)n3nc(C4CC4)sc3n2)cc1 | 4%
CC1Oc2ccccc2N(CC(=O)NC2CCCC2)C1=O (stereo not given) | 5%
CC(=O)N1CCc2c(sc3c2c(=O)n(-c2ccc(C)cc2)c(=O)n3CC(=O)Nc2ccccc2)C1 | -8%
O=c1c2ccccc2[nH]c2ccc(O)cc12 | -10%

# Ordered by count of non-hydrogen atoms (ascending): seven of the compounds above
smiles | aSyn yeast rescue
O=c1c2ccccc2[nH]c2ccc(O)cc12 | -10%
CCOc1ccccc1NC(=O)C(CC)Sc1nc2ncccc2[nH]1 (stereo not given) | -3%
O=C(CCN1C(=O)c2ccccc2S1(=O)=O)Nc1ccc(C(=O)O)cc1 | 1%
Nc1c(C(=O)Nc2ccc3c(c2)OCCO3)nnn1Cc1cccc(Cl)c1 | 0%
Cc1ccccc1OCCSc1nc2ccc(NC(=O)c3cccs3)cc2s1 | -7%
Cc1cccc(Cn2nnc3c(=O)[nH]c(C4CCN(C(=O)c5ccccc5F)CC4)nc32)c1 | 2%
CCOc1ccc(C(=O)Nc2ccccc2C(=O)OCc2cc(=O)n3nc(C4CC4)sc3n2)cc1 | 4%

# Additional compounds
smiles | aSyn yeast rescue
C=CCn1c(SCC(=O)N2CCN(C(=O)OCC)CC2)nc2c([nH]c3ccccc32)c1=O | -5%
CCCNC(=O)c1ccc2c(c1)N(Cc1cccc(C)c1)C(=O)c1ccccc1S2 | -4%
CCOC(=O)CSc1nc2c(sc(=S)n2-c2ccc(CC)cc2)c(=O)[nH]1 | -10%
COc1cc(CNCCSc2nnnn2C)cc(Cl)c1OCc1ccccc1 | 9%
COc1cccc(NC(=O)CN(C)CC(=O)Nc2cccc(C(F)(F)F)c2)c1 | 1%
O=C(O)c1cccc(NC(=S)NC(=O)c2ccncc2)c1 | -45%[inhibitor]
Cn1nc(C(=O)Nc2cccc(S(=O)(=O)N3CCCCC3)c2)c2ccccc2c1=O | 14%
Cc1[nH]c(=O)[nH]c(=O)c1S(=O)(=O)N1CCN(c2ccccc2Cl)CC1 | 3%
O=C(CN1C(=O)COc2ccc(S(=O)(=O)NC3CCCC3)cc21)Nc1ccc(F)c(Cl)c1 | -5%
CCN(CC)S(=O)(=O)c1cccc(NC(=O)COc2ccc(C#N)cc2OC)c1 | 16%
Cc1ccc(C)c(S(=O)(=O)N2CCCC2CNC(=O)C(=O)NCCc2ccccc2)c1 (stereo not given) | -2%
O=C(c1cc2c(s1)-c1ccccc1OC2)N1CCN(c2ccccc2)CC1 | 0%

# (further entries)
smiles | aSyn yeast rescue
COc1cccc(/C=C2\CC(C)Cc3c2nc2ccccc2c3C(=O)O)c1OC (stereo not given) | 11%
Cc1ccc(OCC(=O)Nc2cccc(C(=O)OCc3cc(=O)n4cc(C)sc4n3)c2)cc1 | 7%
O=C(CN1C(=O)NC(c2ccccc2)(c2ccccc2)C1=O)Nc1ccc2[nH]c(=O)[nH]c2c1 | 5%
CCOc1nc(C)cc(COC)c1C(N)=O | -4%
Cc1ccccc1OCC(=O)OCC(=O)NC1CCCC1 | 2%
Cc1csc2c(N3CCN(C(=O)NC(C)(C)C)CC3)ncnc12 | 9%
Cc1cccc(C(=O)NNC(=O)c2c(O)c3ccccc3n(C)c2=O)c1 | 17%
COc1ccc(Cn2c(=O)c3cccnc3n(CC(=O)Nc3ccc(C)c(F)c3)c2=O)cc1 | -6%
O=C(NCC(c1ccco1)N1CCc2ccccc21)C(=O)Nc1ccccc1 (stereo not given) | -1%
CCN(CC)c1ccc(NC(=O)C2COc3ccc(OC)cc3C2)c(C)c1 (stereo not given) | -4%
CCCCc1nn2c(=O)cc(COC(=O)c3ccc(NC(=O)c4cccs4)cc3)nc2s1 | -13%
CCOC(=O)c1ccccc1NC(=O)Cn1c(=O)n(Cc2nc(C)no2)c(=O)c2ccccc21 | -10%

# (further entries)
smiles | aSyn yeast rescue
CC1CCCN(C(=O)C2CCN(Cc3ccc4c(c3)OCO4)CC2)C1 (stereo not given) | -6%
O=S(=O)(Nc1ccc(-c2ccc3nncn3n2)cc1)c1cc(F)ccc1F | -43%[inhibitor]
CCOC(=O)C1CCCN(C(=O)CCCn2nc(C)n3c(cc4sccc43)c2=O)C1 (stereo not given) | 6%
O=C(COc1ccccc1F)Nc1ccc2nc(SCc3ccccc3)sc2c1 | 1%
CCCC(=O)Nc1ccccc1NC(=O)c1ccc(OCC)c(OCC)c1 | 0%
CN(C(=O)CSc1nnc2[nH]c(=O)cc(-c3ccccc3)n12)c1ccccc1 | -2%
Cc1nnsc1C(=O)NNC(=O)c1cccc2ccccc12 | -8%
O=C1CCC2(CCCC2)c2ccccc21 | 5%
O=C(Cn1nnc(-c2ccc(Cl)cc2)n1)NCc1ccc(F)cc1 | -1%
O=[N+]([O-])c1ccccc1S(=O)(=O)Oc1ccc(/C=N/n2cnnc2)cc1 | -4%
COc1ccc(CCC(=O)NNC(=O)c2ccc(OC)cc2)cc1 | 6%
COc1cc(NC(=O)c2cc3nc(C4CC4)cc(C(F)(F)F)n3n2)c(OC)cc1Cl | 10%

# 2 entries from above, set out differently.
O=c1c2ccccc2[nH]c2ccc(O)cc12
  aSyn yeast rescue = -10%

C=CCn1c(SCC(=O)N2CCN(C(=O)OCC)CC2)nc2c([nH]c3ccccc32)c1=O
  aSyn yeast rescue = -5%

# Continuation:
SMILES | aSyn yeast rescue
Cc1onc(-c2ccccc2)c1C(=O)N/N=C/C=C/c1ccccc1 | 4%
COC(=O)c1cccc(NC(=S)N2CCN(c3ccccc3F)CC2)c1 | -8%
Cc1ccc(CNC(=O)C2CCN(S(=O)(=O)c3ccc4[nH]c(=O)ccc4c3)CC2)cc1 | -2%
COCc1cc(C)nc2sc(C(=O)Nc3ccc(OC(F)(F)F)cc3)c(N)c12 | -8%
COc1cccc(C(C(=O)NC2CCCC2)N(C(=O)c2csnn2)C2CC2)c1 (stereo not given) | 4%
Cc1ccn(CCC(=O)N2CCCC(CCC(=O)N3CCN(c4ccccn4)CC3)C2)n1 (stereo not given) | 8%
CC1(C2CC(=O)c3c(O)ccc(O)c3C2)OCCO1 (stereo not given) | -5%
CCN1C(=O)c2ccccc2Sc2ccc(NC(=O)Nc3cc(C)cc(C)c3)cc21 | 1%
Nc1ccccc1SC1CC(=O)N(c2ccc3c(c2)OCO3)C1=O (stereo not given) | 3%
CCN(CC)c1ccc(NC(=O)CCc2nc3cccnc3n2Cc2cccs2)c(C)c1 | -1%
COc1ccc(C2CC(=O)c3cc(-c4nc(-c5ccc(Cl)cc5)c(C)s4)c(=O)[nH]c3C2)cc1 (stereo not given) | -2%
CCOc1ccccc1C1C(C(=O)Nc2ccccc2)=C(C)Nc2nc(-c3ccccc3)nn21 (stereo not given) | -11%
Cc1ccccc1NC(=O)c1ccccc1N(C)S(=O)(=O)c1ccccc1 | 9%
COc1ccc(NC(=O)C2CCC(CNS(=O)(=O)c3ccc(Br)s3)CC2)cc1OC (stereo not given) | -4%
CC1(C)Cc2c(sc3nc4n(-c5ccccc5)c(=O)c(CCC(=O)O)nn4c(=O)c23)CO1 | 3%
COc1ccccc1N1CCN(S(=O)(=O)c2ccc(-c3ccno3)cc2OC)CC1 | 1%
O=C(COC(=O)c1ccccc1[N+](=O)[O-])NC(=O)c1ccccc1 | 3%
COc1ccc(C2=NS(=O)(=O)N(C)C(C(=O)NCc3ccc4c(c3)OCO4)=C2)cc1OC | 7%
O=[N+]([O-])c1ccc(Oc2cccc(C(F)(F)F)c2)nc1 | 2%
O=C(Nc1ccc(C(F)(F)F)cc1)C1CCC(CNS(=O)(=O)c2cccc3nsnc23)CC1 (stereo not given) | -3%
COC(=O)c1ccc(C)c(NC(=O)CN(c2ccccc2)S(=O)(=O)N(C)C)c1 | 2%
COc1cccc2cc(C(=O)NNC(=O)c3ccc(Br)cc3)c(=O)oc12 | 7%
CSc1ccc(CNC(=O)c2ccc3c(c2)N(C)C(=O)C2CCCCN32)cc1 (stereo not given) | 6%
Cc1ccc(-n2nnnc2CNC(=O)c2ccccc2S(C)(=O)=O)cc1C | -5%
Cc1nnc(NC(=O)c2ccccc2)s1 | -8%

# Some of the entries so far, with each value named:
COC(=O)c1cccc(NC(=S)N2CCN(c3ccccc3F)CC2)c1
  aSyn yeast rescue = -8%
Cc1ccc(CNC(=O)C2CCN(S(=O)(=O)c3ccc4[nH]c(=O)ccc4c3)CC2)cc1
  aSyn yeast rescue = -2%

# Continuation.
SMILES | aSyn yeast rescue
Cn1c(=O)[nH]c2cc(-c3noc(-c4cccc(Cl)c4)n3)ccc21 | 4%
COc1cc2c(cc1OC)C1=C(C#N)CC/C(=N\S(=O)(=O)c3ccccc3)N1CC2 | -41%[inhibitor]
O=C(/C=C/c1ccc2c(c1)OCO2)N1CCN(c2n[nH]c(=O)[nH]c2=O)CC1 | -5%
COCCCNC(=O)c1cnc2sc(N3CCCCC3)nn2c1=O | -5%
COc1ccc(C(CNC(=O)c2cccc3cccnc23)N(C)C)cc1 (stereo not given) | 0%
CCOc1ccc(CNC(=O)CN2C(=O)CSc3ccc(S(=O)(=O)N4CCOCC4)cc32)cc1OC | 1%
Cc1ccc(S(=O)(=O)c2nnn3c2nc(NC2CCCCC2)c2sccc23)cc1 | -9%
CC1CCN(S(=O)(=O)c2cc(C(=O)Nc3ccccn3)ccc2Br)CC1 | -32%[inhibitor]
CNS(=O)(=O)c1cccc(C(=O)NCC(C)(C)N2CCCCC2)c1 | 7%
NNC(=O)CN1C(=O)C2(OCCO2)c2ccccc21 | -1%
Cc1ccc(C)c(Cn2nnc(C(=O)NCc3ccc(Cl)cc3Cl)c2N)c1 | -10%
CCCCn1c(N)c(N(CC)C(=O)CCc2ccccc2)c(=O)[nH]c1=O | 3%
CCOc1ccc(CCNC(=O)C2CCN(C(=O)N3CC(CC)Oc4ccccc43)CC2)cc1 (stereo not given) | 2%
COc1ccc(-c2nc(SCCOc3ccccc3Cl)n3[nH]c(=O)cc3n2)cc1 | -6%
COc1ccc(S(=O)(=O)N2CCC(C(=O)N[C@@H](C)C(=O)N3CCCC3)CC2)cc1 | 10%
COc1ccccc1CNC(=O)c1cc2cccc3c2n1CCS3 | 9%
Clc1ccc(CSc2nncn3c2cc2occc23)cc1 | 9%
CC(C)(C)N(Cc1nc(-c2ccccc2)no1)C(=O)c1ccc2c(c1)OCO2 | -1%
CC(C)CN(C1CCS(=O)(=O)C1)S(=O)(=O)c1ccc(C(C)C)cc1 (stereo not given) | 10%
O=C(Nc1cccc(O)c1)c1noc2c1CCc1ccccc1-2 | -9%
CCN1CCCC1CNC(=O)Cn1ncc2c(=O)oc3ccc(C)cc3c21 (stereo not given) | 1%
COC(=O)CCn1cnc2onc(-c3cc(F)cc(F)c3)c2c1=O | 13%
CC(C)c1ccc(Nc2ncnc3c2nc2n3CCCC2)cc1 | -2%
COc1ccc(C2C(=O)N(C3CCCCC3)CC(=O)N2C2CCCCC2)cc1 (stereo not given) | -3%
Cc1cc(N2CCCC2)nc2c(C)cccc12 | 4%

# Further compounds.
SMILES | aSyn yeast rescue
CCOC1(/N=C(\C)NS(=O)(=O)c2ccc(Cl)cc2)C(C)=CC(=O)C=C1C | -4%
CCOc1ccc(NC(=O)CSc2nc(O)c(C)c(=O)n2-c2ccc(F)cc2)cc1 | 2%
COCCn1cnc2c(c1=O)c1nc3ccccc3nc1n2/N=C/c1cccc(OC)c1 | 1%
O=C(Nc1ccccc1F)Nc1cccc2ccc(O)cc12 | 16%
O=C(NCCc1ccccc1)C1CC(=O)N(c2ccc3c(c2)OCCO3)C1 (stereo not given) | 0%
Cc1cc(C)c2nc(N3CCCC(C(=O)NCc4cccc(Br)c4)C3)sc2c1 (stereo not given) | 2%
CCOC(=O)C1CCCN(S(=O)(=O)c2ccc(S(=O)(=O)N3CCCC3)cc2)C1 (stereo not given) | 5%
Cc1ccc(N(CC(=O)N2CCCCCC2)S(C)(=O)=O)c(C)c1 | -2%
CC(C)Sc1ncc(Cl)c(C(=O)Nc2nnc(C(C)C)s2)n1 | 6%
